GPR151 ag: activates the human receptor GPR151; activation, % at 11.2 µM; PathHunter beta-arrestin GPR151 cells, luminescence; AID 1508602; Q8TDV0; hit rate 1% among 650,000; in the data active means activation above about 4.9%;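 further: 0% = median of compound wells and 100% = cells with positive control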
Target sequence (Q8TDV0 whole entry, looked up): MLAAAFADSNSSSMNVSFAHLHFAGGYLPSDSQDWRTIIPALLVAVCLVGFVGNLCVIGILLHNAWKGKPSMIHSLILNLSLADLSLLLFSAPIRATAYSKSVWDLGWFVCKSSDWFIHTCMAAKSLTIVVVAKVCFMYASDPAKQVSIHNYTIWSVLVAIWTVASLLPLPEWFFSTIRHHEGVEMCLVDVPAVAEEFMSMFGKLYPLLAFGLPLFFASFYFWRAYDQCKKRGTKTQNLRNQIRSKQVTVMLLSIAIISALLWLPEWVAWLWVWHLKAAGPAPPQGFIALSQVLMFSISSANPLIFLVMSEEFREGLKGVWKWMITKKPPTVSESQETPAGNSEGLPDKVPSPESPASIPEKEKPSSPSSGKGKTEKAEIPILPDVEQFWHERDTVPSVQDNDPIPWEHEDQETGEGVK
TEAD-YAP block: TEAD-YAP interaction inhibition; HEK-TIYL cells, TEAD-Gal4/YAP UAS-luciferase luminescence; inhibition, % at 9.12 µM; hit rate 1.4% among 640,000; AID 1259422; in the data active means inhibition above about 32%;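 further: 0% = median of test compound wells and 100% = reference inhibitor wells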
MITF inh: blocks human microphthalmia-associated transcription factor; O75030; AlphaScreen MITF homodimerization, bead proximity signal; inhibition, % at 2.6 µM; hit rate 0.91% among 650,000; AID 1259374; in the data active means inhibition above about 50%;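 further: 0% = vehicle wells with protein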
Target sequence (O75030 whole entry, looked up): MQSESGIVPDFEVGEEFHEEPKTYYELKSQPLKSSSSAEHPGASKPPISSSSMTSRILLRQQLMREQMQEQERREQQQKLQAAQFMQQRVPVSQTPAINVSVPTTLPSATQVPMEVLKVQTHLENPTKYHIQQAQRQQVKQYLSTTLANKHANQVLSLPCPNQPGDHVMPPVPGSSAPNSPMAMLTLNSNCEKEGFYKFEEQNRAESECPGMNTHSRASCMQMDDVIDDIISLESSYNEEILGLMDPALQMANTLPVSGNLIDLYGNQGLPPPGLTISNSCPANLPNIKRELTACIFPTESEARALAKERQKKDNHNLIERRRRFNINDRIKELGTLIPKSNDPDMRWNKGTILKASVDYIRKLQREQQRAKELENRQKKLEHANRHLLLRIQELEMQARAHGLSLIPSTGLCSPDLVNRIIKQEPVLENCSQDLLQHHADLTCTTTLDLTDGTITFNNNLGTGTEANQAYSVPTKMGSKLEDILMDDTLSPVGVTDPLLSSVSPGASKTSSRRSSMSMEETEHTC
FBW7 activator: activators of human E3 ligase FBW7. Q969H0. AlphaScreen FBW7–phospho-cyclin E peptide binding, activator screen. normalized activity (activation), % at 26.1 µM. hit rate 0.13% among 650,000. AID 1259310; in the data active means normalized activity above about 1.9%;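 further: purified mutant Fbw7 with reduced substrate affinity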
An asterisk follows results filed as active.

Preview:
SMILES	GPR151 ag	TEAD-YAP block	MITF inh	FBW7 activator
CCOc1cc2[nH]c(=S)n(CCC(=O)N3CCCCCC3)c(=O)c2cc1OCC	0.6	0	-5	-0.2
Cc1ccc2sc(NC(=O)CSc3nc(N)cc(=O)[nH]3)nc2c1	-2.0	9	13	-0.1
CN(C(=O)CSc1nnc(-c2ccc(Cl)cc2)o1)C1(C#N)CCCCC1	2.2	11	-5	0.0
Cc1ccc(/C=C/C(=O)Nc2cccc3ccccc23)o1	-1.0	0	10	0.0

The list itself, repeating the preview:
SMILES	GPR151 ag	TEAD-YAP block	MITF inh	FBW7 activator
CCOc1cc2[nH]c(=S)n(CCC(=O)N3CCCCCC3)c(=O)c2cc1OCC	0.6	0	-5	-0.2
Cc1ccc2sc(NC(=O)CSc3nc(N)cc(=O)[nH]3)nc2c1	-2.0	9	13	-0.1
CN(C(=O)CSc1nnc(-c2ccc(Cl)cc2)o1)C1(C#N)CCCCC1	2.2	11	-5	0.0
Cc1ccc(/C=C/C(=O)Nc2cccc3ccccc23)o1	-1.0	0	10	0.0
CCOC(=O)N1CCc2c(sc(NCc3ccccc3OCC)c2C(=O)Nc2cc(OC)ccc2OC)C1	-0.1	6	2	-0.3
O=C(NCCc1ccccc1)[C@H]1C=CCN1C(=O)c1ccc(F)cc1F	1.3	5	11	0.4
Cc1ccc(NC(=O)CSc2nnc3ncccn23)cc1Cl	0.8	1	8	-0.2
Cc1cc(C)n(C(=O)C2CCCN2S(=O)(=O)c2ccc(Br)cc2)n1 (stereo not given)	-0.2	-5	11	0.5
Cc1c(NC(=O)Nc2ccc(Cl)cc2)c(=O)n(-c2ccccc2)n1C	-1.6	2	-8	0.1
COc1ccc(C2(CNC(=O)c3ccc(OCC(C)C)cc3)CCOCC2)cc1	0.9	13	15	0.1
CCOC(=O)C1=C(C)NC2=C(C(=O)C(C(=O)OC)C(C)C2)C1c1cc(OC)c(O)c([N+](=O)[O-])c1 (stereo not given)	0.9	7	2	-0.3
CCOC(=O)c1ccc(NC(=O)c2c(NC(=O)CC)sc3c2CCC(C)C3)cc1 (stereo not given)	0.5	-29	4	0.4
COc1ccc2cc(-c3cc(C(=O)OCC(=O)NC(N)=O)c4ccccc4n3)ccc2c1	0.5	-19	-4	-0.1
COc1ccc(Nc2ncc(C(=O)O)c3ccccc23)cc1	-1.3	2	14	0.6
CC(=O)c1cccc(NC(=O)C(Cc2ccccc2)NS(=O)(=O)c2cccs2)c1 (stereo not given)	1.4	2	10	0.0
Cc1cc(C)nc(SCC(=O)Nc2nonc2N)n1	1.0	-6	9	0.1
CCC(C)NC(=O)CCNC(=O)c1ccccc1F (stereo not given)	2.3	-2	2	1.1
CC(C)(C)C1CCc2c(sc(NC(=O)c3ccccc3F)c2C(=O)N2CCCC2)C1 (stereo not given)	0.9	2	-7	-0.1
COc1cc(/C=C2\C(=O)NC(=O)N(c3cccc(Cl)c3)C2=O)ccc1O	0.3	5	-5	0.2
CCOc1ccc(C(=O)NCCN2CCN(c3ccccc3F)CC2)cc1OCC	-0.6	7	8	0.2
Cc1ccc(N(CC(=O)N/N=C/c2cccc(OC3CSC3)c2)S(C)(=O)=O)cc1	-1.2	6	5	0.1
Cc1ccc([N+](=O)[O-])cc1N/C=C/C(=O)c1ccco1	-1.5	-23	8	0.1
COCCNc1ccc(S(=O)(=O)N2CCCCCC2)cc1N	-1.9	-7	3	0.0
CC1=NN(c2nc(-c3ccc(Cl)c(Cl)c3)cs2)C(=O)C1C (stereo not given)	0.6	-25	-2	0.1
CC(C)C(NC(=O)c1ccccn1)c1nnc2n1CCN(Cc1ccc3c(c1)OCO3)CC2 (stereo not given)	-0.7	6	6	0.5

An excerpt from above, reduced to MITF inh and TEAD-YAP block.
SMILES,MITF inh,TEAD-YAP block
CCOC(=O)c1ccc(NC(=O)c2c(NC(=O)CC)sc3c2CCC(C)C3)cc1 (stereo not given),4,-29
COc1ccc2cc(-c3cc(C(=O)OCC(=O)NC(N)=O)c4ccccc4n3)ccc2c1,-4,-19

Back to the main list, starting 2 compounds before the break.
SMILES	GPR151 ag	TEAD-YAP block	MITF inh	FBW7 activator
CC1=NN(c2nc(-c3ccc(Cl)c(Cl)c3)cs2)C(=O)C1C (stereo not given)	0.6	-25	-2	0.1
CC(C)C(NC(=O)c1ccccn1)c1nnc2n1CCN(Cc1ccc3c(c1)OCO3)CC2 (stereo not given)	-0.7	6	6	0.5
Cc1ccc(O)c(NC(=O)c2cc3nc(-c4ccc(F)cc4)cc(C(F)(F)F)n3n2)c1	0.2	1	-3	0.1
O=C(CCn1c(=O)[nH]c2ccccc2c1=O)NCc1ccc2c(c1)OCO2	-0.3	2	-8	-0.1
CCc1ccccc1NC(=O)c1sc2nc3c(c(-c4cccs4)c2c1N)CCC3	-1.3	-1	13	0.2
CCCNc1nc(Nc2nc3ccccc3n2C)nc2nc[nH]c12	-1.2	-5	-13	-0.2
O=C(NC1CCCC1)c1ccc2c(c1)[nH]c(=S)n1c3ccccc3nc21	0.7	0	8	0.2
O=C(/C=C/c1ccc(Br)cc1)c1ccco1	0.3	-8	-1	-0.3
CCCCc1cc(=O)oc2cc(OC3CCCCC3=O)ccc12 (stereo not given)	-0.7	-12	-3	0.1
COc1ccc(-c2cc(C(F)(F)F)n3nc(C(=O)Nc4ccc(Cl)cc4)cc3n2)cc1	0.2	9	15	0.1
CCOCCCNC(=O)/C(C#N)=C/c1cn(-c2ccccc2)nc1-c1cccs1	0.1	-5	-1	0.1
CCCCCCCCCCC/C=C\C(C)(C)/C=C\CCCC(=O)O	-0.7	1	-5	0.0
CC1CCCCN1S(=O)(=O)c1ccc2c(c1)oc(=O)n2CC(=O)NC1CCCCCC1 (stereo not given)	-0.1	-1	3	0.3
N#C/C(=C\c1ccc2c(c1)OCO2)C(=O)OCC(=O)Nc1cccc(Br)c1	1.0	-9	23	0.1
CCOc1cc(C)c2c(=O)c(Oc3ccccc3)c(C)oc2c1	0.5	-3	-5	0.0
Cc1cc(NC(=O)c2ccc(C(C)(C)C)cc2)ccc1-c1cc2ccccc2oc1=O	-0.5	-13	-3	0.3
COC(=O)C1=C(C)N(C)C(C)=C(C(=O)OC)C1c1ccccn1	0.5	5	-1	0.0
CC(=O)N1C(=O)NC(C)=C([N+](=O)[O-])C1c1ccccc1C(F)(F)F (stereo not given)	-0.2	2	14	-0.2
CC1=C(C(=O)OCc2ccc3c(c2)OCO3)C(c2cccc(Oc3ccccc3)c2)NC(=O)N1 (stereo not given)	-0.5	12	17	1.2
Cc1ncc2c(c1OC(=O)c1ccc([N+](=O)[O-])cc1)COC(C)(C)OC2	0.0	-3	11	0.0
COc1ccc(/C=C2/C(=O)NC(=O)N(Cc3ccccc3)C2=O)cc1OC	-0.2	2	14	0.2
COCCOC(=O)C1=C(C)NC2=C(C(=O)CCC2)C1c1cccc(OC)c1 (stereo not given)	-0.7	6	16	0.1
COc1ccc(Cn2c(=S)[nH]c3cc(OC)c(OC)cc3c2=O)cc1	-0.3	-13	8	0.0
CCCOC(=O)COc1ccc2c(CC)cc(=O)oc2c1C	0.2	13	4	0.0
CCOc1ccc(/C=N/Nc2nc(C)cc(C)n2)cc1OC	1.6	-19	-10	-0.2
COc1ccc(/C=C2\SC(=N)N(c3ccc4c(c3)OCO4)C2=O)c(OC)c1	1.1	6	-2	0.1
COc1cc(NC(=O)c2cnc(-c3ccc(N4CCN(C)CC4)cc3)s2)cc(OC)c1OC	0.9	-1	12	-0.1

At a glance, part of the list above.
SMILES	GPR151 ag	TEAD-YAP block	MITF inh	FBW7 activator
N#C/C(=C\c1ccc2c(c1)OCO2)C(=O)OCC(=O)Nc1cccc(Br)c1	1.0	-9	23	0.1
CCOc1cc(C)c2c(=O)c(Oc3ccccc3)c(C)oc2c1	0.5	-3	-5	0.0
Cc1cc(NC(=O)c2ccc(C(C)(C)C)cc2)ccc1-c1cc2ccccc2oc1=O	-0.5	-13	-3	0.3
COC(=O)C1=C(C)N(C)C(C)=C(C(=O)OC)C1c1ccccn1	0.5	5	-1	0.0
CC(=O)N1C(=O)NC(C)=C([N+](=O)[O-])C1c1ccccc1C(F)(F)F (stereo not given)	-0.2	2	14	-0.2

Remaining list, next part
SMILES	GPR151 ag	TEAD-YAP block	MITF inh	FBW7 activator
COc1ccc(CCC(=O)OCC(=O)Nc2ccccc2)cc1	-0.6	-4	5	0.1
CCOC(=O)c1c(-c2ccccc2)oc2ccc(O)c(CN3CCCCC3)c12	-0.1	9	19	0.9
COc1ccc(NC(C)=O)cc1NC(C)c1nc2sc3c(c2c(=O)[nH]1)CCC(C)C3 (stereo not given)	-0.9	-12	-5	-0.1
CCOc1cccc(C(=O)Nc2nc3c(s2)C(=O)CC(C)(C)C3)c1	-0.1	4	-5	0.0
Cc1oc(-c2ccc(Cl)cc2)nc1Cn1c(=O)n(CC2CCCO2)c(=O)c2ccccc21 (stereo not given)	-0.9	-3	4	0.1
Cc1ccc(NC(=O)CSc2nnc(C(C)C)n2C)cc1Cl	-0.1	7	-3	0.1
CCN(CC)c1nc2ccccc2n2c(C)nnc12	-0.7	-5	11	0.0
NS(=O)(=O)c1ccc(CNC(=S)Nc2ccc(Cl)c(Cl)c2)cc1	-0.7	2	5	0.0
COc1ccc(CNS(=O)(=O)c2cc(C(=O)Nc3ccc(C)c(F)c3)ccc2F)cc1	-1.0	10	2	0.0
CC(C(=O)Oc1ccc(Cl)cc1Cl)N1C(=O)c2ccccc2C1=O (stereo not given)	1.0	10	10	0.3
CC(Sc1cccc(C(F)(F)F)c1)C(N)=O (stereo not given)	1.9	6	7	0.0
CC1=C(C(=O)Nc2cccc(C)n2)C(c2cccc(Cl)c2)C2=C(CC(C)(C)CC2=O)N1 (stereo not given)	-1.3	0	-2	-0.1
Cc1cc(CNC(=O)Cc2ccc([N+](=O)[O-])cc2)nn1C	0.5	-7	5	0.0
COc1cc(C2C3=C(CCCC3=O)N(C)C3=C2C(=O)CCC3)ccc1O	0.3	-5	-13	-0.1
CC(C)=CCN1CCN(C/C(Cl)=C/c2ccccc2)CC1CCO (stereo not given)	-0.3	-5	-6	-0.1
Nc1nc(Nc2ccc3ncccc3c2)nc2c1ncn2Cc1ccc(C(F)(F)F)cc1	-2.4	-26	-6	0.0
CCOc1ccc(C(=O)Nc2cccc(C(F)(F)F)c2)cc1[N+](=O)[O-]	0.2	-9	3	0.0
Cc1ccc(C)c(CN2CCC(n3nccc3NC(=O)C(C)(C)C)CC2)c1	5.0*	-3	10	0.0
CCCSc1[nH]c2cc(OC)c(OC)cc2c1[N+](=O)[O-]	-0.1	7	18	0.0
CCOc1ccc(C(=O)NCCc2cn3cccc(C)c3n2)cc1	0.2	3	3	0.2
O=C1OC(c2ccc(Cl)c([N+](=O)[O-])c2)=N/C1=C\C=C\c1ccccc1	-0.2	9	24	0.3
O=C1NC(=O)/C(=C\c2ccccc2OCc2cccc([N+](=O)[O-])c2)N1	1.5	17	-3	0.2
CC(=O)Nc1ccc(NC(=O)c2ccc3nc(NCc4ccc5c(c4)OCO5)sc3c2)cc1	-1.7	-2	35	0.2
O=C(COc1ccccc1F)NCCCS(=O)(=O)N1CCN(c2ccccn2)CC1	1.2	8	15	0.0
CCOC(=O)C1CCCN(Cc2ccc(F)cc2)C1 (stereo not given)	0.8	-2	13	0.0

The results go on.
SMILES	GPR151 ag	TEAD-YAP block	MITF inh	FBW7 activator
O=C(O)CNC(=O)/C(=C\c1cccc([N+](=O)[O-])c1)NC(=O)c1ccccc1Br	3.2	-2	-8	-0.4
CN=c1scc(-c2ccccc2F)n1/N=C/c1ccsc1	-7.9	99*	16	0.2
CCN(C(=O)Cc1noc2ccc(C)cc12)c1ccccc1	1.1	3	-3	0.1
Oc1ccc(/C=N/NC2=NCCCCC2)cc1O	0.5	-10	-5	-0.4
CC(=O)NC1=NN(C(C)=O)C(c2ccco2)S1 (stereo not given)	-1.4	-4	8	0.0
NNC(=O)CNC(=O)c1cccc2ccccc12	-1.3	1	1	-0.1
CCOC(=O)/C(C#N)=C\c1ccc(OC)c(OC)c1	-1.0	-8	8	0.0
COc1ccc2c(=O)c(-c3ccccc3)c(C)oc2c1C	-1.5	-25	1	0.2
Cc1ccc(S(=O)(=O)N(CCO)CC(O)Cn2c3ccc(Cl)cc3c3cc(Cl)ccc32)cc1 (stereo not given)	-0.2	-3	1	0.1
O=Cc1sc(N2CCCCC2)nc1-c1cccs1	-0.4	2	-14	0.4
CCCCOC(=O)c1ccc(N=Nc2c(C)c(C#N)c(O)n(C)c2=O)cc1	-1.1	4	25	0.1
Cc1cnc(-c2ccc(N3CCN(C)CC3)cc2)nc1NCCc1ccc(O)cc1	2.2	-4	4	-0.2
N#CC1=C(N)OC(N)=C(C#N)C1c1cccc(C(F)(F)F)c1	0.0	3	2	0.0
O=C(O)c1cccc2c1C(=O)N(CC1CCCO1)C2 (stereo not given)	-0.3	-6	-7	0.1
CSCC[C@H](NC(C)=O)C(=O)N1CCC(CCC(=O)Nc2cccc(C)c2)CC1	-0.3	-15	4	-0.1
COc1cccc(/C=N/Nc2ncc(C(F)(F)F)cc2Cl)c1O	0.0	49*	25	-1.2
CCOc1ccc(OCCSc2nc3ccccc3n2CCOc2ccc(C)cc2)cc1	0.1	0	0	0.7
CCC(C)Sc1ccnc2c1c(=O)n(C)c(=O)n2C (stereo not given)	0.4	15	4	0.1

Bioassay records as filed in PubChem BioAssay.
